Assay outcomes (PubChem)
a7 integrin act: activators of alpha7 integrin expression for muscular dystrophy | alpha7betagal myoblasts, beta-gal FDG fluorescence, 48 h | Potency, µM (top dose mostly 38.3 µM), for inactives: top-dose activation, hits mostly activators | 350,000 tested, 0.064% active;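 also: potency is read from the fitted curve at half-maximal effect; 100% = response of the positive control SU9516; nearly all actives have a fitted effect of over 60% in size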
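Alpha7betagal+/- myoblasts (passage 13) were plated 16-24 hr, then exposed to compounds (1:260 dilution of DMSO stock) for 48 hours at 37C. After MPER lysis, β-galactosidase reporter activity was read as FDG fluorescence (ex 480/em 540) after 30 minutes.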
BRCA1 expr up: BRCA1 expression activation | Potency, µM (doses to about 46.1 µM), without a hit: at the highest dose activation, most hits filed as activators | MCF7-BRCA1-FFLuc reporter, luminescence, 48 h; response scale: scaled: vehicle 0%, 10 µM genistein 100% | 380,000 tested, 1.1% active | AID 624202; also: potency is read from the fitted curve at half-maximal effect; nearly all actives have a fitted effect of over 80% in size; some results filed as inactive show a strong effect at the top dose
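Reporter cells (MCF7, BRCA1 promoter-firefly luciferase) received library compounds across a concentration series for 48 h. End-point luminescence was measured and concentration-effect curves derived after normalization.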
uPA surface inh: blocks generation of uPA at the cell surface; Potency, µM (doses to about 38.3 µM), inactives show at the highest dose activity change, negative = inhibition, usual class: inhibitors; 330,000 tested, 0.31% active; cell surface uPA generation assay, qHTS; active = well fitted inhibition curve with a large enough effect; inconclusive = small, poorly fitted or top-dose-only effect; inactive = no such curve, though single readings can be large or run the other way; tested in mouse RAW 264.7 cells; also: potency is read from the fitted curve at half-maximal effect; % is scaled to controls: 0 for no effect and ±100 for the full control effect; nearly all actives have a fitted effect of over 55% in size
p53 reactivator: mutant p53 re-activation in reporter cells; H1299 p53-A138V BP100-luciferase reporter, luminescence, 24 h; AID 504706; Potency, µM (series often up to 92.2 µM), without a hit: top-dose activity change, positive = activation, most hits filed as activators; 320,000 tested, 0.063% active; also: potency is read from the fitted curve at half-maximal effect; % of control where 0% means no effect; nearly all actives have a fitted effect of over 45% in size
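H1299 (p53-null), stable ts p53-A138V + BP100-Luc; 1000 cells/well, Opti-MEM/10% FBS; cpd 4 pt, 1:5; 24 h, 37 deg C, 5% CO2; detection reagent 10 min RT; luminescence.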
S-ASM inh: blocks human secretory acid sphingomyelinase. placental ASM, HMU-PC fluorogenic substrate, 60 min. Potency, µM (titrated, usually from 57.5 µM), for the others: at the top dose activity change, negative = inhibition, usual class: inhibitors. 340,000 tested, 0.006% active; also: potency is read from the fitted curve at half-maximal effect
Target sequence (P17405 47-631 limits assumed): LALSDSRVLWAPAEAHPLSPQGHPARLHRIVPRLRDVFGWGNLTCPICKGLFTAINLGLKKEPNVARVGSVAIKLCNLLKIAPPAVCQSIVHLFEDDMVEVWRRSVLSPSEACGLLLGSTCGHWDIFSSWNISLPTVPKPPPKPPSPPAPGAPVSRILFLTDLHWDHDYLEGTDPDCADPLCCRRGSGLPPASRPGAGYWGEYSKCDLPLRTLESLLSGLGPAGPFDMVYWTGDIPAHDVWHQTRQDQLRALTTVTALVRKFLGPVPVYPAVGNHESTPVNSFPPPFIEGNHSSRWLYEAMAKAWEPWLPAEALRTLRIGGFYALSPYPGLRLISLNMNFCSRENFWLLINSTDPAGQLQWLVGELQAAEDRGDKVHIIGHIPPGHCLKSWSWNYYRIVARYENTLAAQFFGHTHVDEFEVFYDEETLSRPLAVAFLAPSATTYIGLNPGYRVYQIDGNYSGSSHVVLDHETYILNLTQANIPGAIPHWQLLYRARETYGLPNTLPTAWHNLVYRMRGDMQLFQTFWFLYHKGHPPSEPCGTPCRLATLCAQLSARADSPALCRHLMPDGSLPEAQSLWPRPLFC
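Human placenta-derived ASM enzyme was preincubated with compound for 10 minutes at room temperature, then given fluorogenic substrate HMU-PC0 (9 uM final) for 60 minutes at 37 °C; a pH 10 stop preceded fluorescence reading at Ex 386/Em 447 nm.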
TRPV1 ag: activates the human vanilloid receptor TRPV1. TRPV1-expressing cells, Fluo-8 calcium influx, agonist mode. activation, % at 8.33 µM. AID 540275. Q8NER1. 320,000 tested, 0.19% active; in the data active = activation above about 80%; inconclusive = between about 30% and that limit; also: 0% is about no effect
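Cells expressing TRPV1 were dye-loaded with Fluo-8 and read kinetically: 10 s baseline, 3 min after compound (agonist portion), then 2 min after EC20 capsaicin (allosteric enhancer portion). Calcium-bound dye fluorescence at 480/520 nm.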
Eya2 inh: inhibitors of human Eya2 phosphatase activity | recombinant Eya2, OMFP fluorescence dephosphorylation (OMFP is methylfluorescein phosphate) | Potency, µM (series often up to 76.9 µM), for inactives: top-dose activity, negative = inhibition, actives largely listed as inhibitors | 330,000 tested, 0.006% active | AID 488837; also: potency is read from the fitted curve at half-maximal effect; % is scaled to controls: 0 for no effect and ±100 for the full control effect
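Eya2 protein (added as 0.2 uM solution) was preincubated with compound for 10 min at ambient temperature in 50 mM HEPES pH 7.5, 50 mM NaCl, 5 uM MgCl2, 0.05% BSA, 1 mM DTT. OMFP (added at 50 uM) then reacted 10 min; fluorescence read at 485/525 nm.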
ELG1 genotox: genotoxicity induction in ELG1-luciferase HEK293T cells; 330,000 tested, 1.3% active; AID 504466; HEK293T ELG1-luciferase reporter, luminescence, 16 h; Potency, µM (highest dose often 46 µM), for inactives: at the highest dose activity change, positive = activation, hits mostly activators; also: potency is read from the fitted curve at half-maximal effect; % of control where 0% means no effect; nearly all actives have a fitted effect of over 60% in size
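Reporter readout depends on ELG1 protein level, which increases with genetic stress. After 16 hr compound exposure at 37 °C, luciferase activity was quantified using ONE-Glo.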
PTAP TSG101 blk: blocks PTAP/TSG101 interaction to inhibit HIV-1 budding. Fluorescence polarization, FITC-PTAP peptide / Tsg101 binding. Potency, µM (highest dose often 115 µM), for inactives: top-dose activity change, negative = inhibition, actives largely listed as inhibitors. 340,000 tested, under 10 active; active = well fitted inhibition curve with a large enough effect in the main read-out, with a control signal flat, not every such curve was filed as active; inconclusive = small, poorly fitted or top-dose-only effect, or effect the other way, or a change in a side signal; inactive = no such curve, though single readings can be large or run the other way; also: potency is read from the fitted curve at half-maximal effect; % of control where 0% means no effect
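Fluorescence polarization binding of Tsg101 binding domain (10 uM final) to FITC-labeled PTAP peptide (50 nM final) in HEPES pH 7.5 buffer with NaCl, Tween 20, EDTA, TCEP. Compounds added before peptide; binding 20 min at RT.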
B2AR arrestin: beta2AR (human) beta-arrestin recruitment activity; P07550; beta-arrestin recruitment to beta2AR, cell-based reporter; Potency, µM (series often up to 46.1 µM), inactives show top-dose activation, usual class: activators; 330,000 tested, 0.02% active;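 also: potency is read from the fitted curve at half-maximal effect; 0% = DMSO controls and full agonism = EC100 isoproterenol or metaproterenol; nearly all actives have a fitted effect of over 65% in size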
Target sequence (P07550 whole entry, looked up): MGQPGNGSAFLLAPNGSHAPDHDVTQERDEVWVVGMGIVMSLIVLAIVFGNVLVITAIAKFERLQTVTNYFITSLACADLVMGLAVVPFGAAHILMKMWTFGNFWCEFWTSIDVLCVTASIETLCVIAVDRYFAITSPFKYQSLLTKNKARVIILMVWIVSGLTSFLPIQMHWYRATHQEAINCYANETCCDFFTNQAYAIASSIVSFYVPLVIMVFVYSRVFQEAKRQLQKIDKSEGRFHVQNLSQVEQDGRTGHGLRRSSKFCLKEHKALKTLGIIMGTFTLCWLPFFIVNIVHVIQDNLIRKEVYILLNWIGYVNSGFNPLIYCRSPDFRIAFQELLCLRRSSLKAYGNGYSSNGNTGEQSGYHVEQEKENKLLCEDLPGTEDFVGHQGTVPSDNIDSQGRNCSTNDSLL
USP2a block: inhibitors of human ubiquitin-specific protease USP2a; 330,000 tested, 0.01% active; Potency, µM (doses to about 38.3 µM), for the others: top-dose activity change, negative = inhibition, usual class: inhibitors; AID 463254; USP2 core, Ub-CHOP2 coupled fluorogenic reporter, 485/531;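 also: potency is read from the fitted curve at half-maximal effect; plate controls were DMSO wells for no effect and full inhibition by NEM control for full effect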
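Deubiquitinase activity read as fluorescence (485/531 nm) after Ub-CHOP2 cleavage activates the enterokinase reporter on its substrate; USP2 core 10nM, Ub-CHOP2 and substrate 25nM each, 30min compound preincubation then 60min RT; data normalized to NEM, curves fitted.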
The depositor's hits bear a star; ? = inconclusive; / = not tested or not shown; [ ] = remark or other dose. Unless noted, calls follow the shape of the dose curve; as a rule, active = well fitted curve in the direction sought with a large enough effect; inconclusive = small, poorly fitted or top-dose-only effect, or another doubt; inactive = no such curve, though single readings can be large; an effect the other way counts as inactive or inconclusive.

The line under a structure holds: a7 integrin act	BRCA1 expr up	uPA surface inh	p53 reactivator	S-ASM inh	TRPV1 ag	Eya2 inh	ELG1 genotox	PTAP TSG101 blk	B2AR arrestin	USP2a block
O=S(=O)(NCC(c1cccnc1)N1CCN(c2ccccc2)CC1)c1cccs1 (stereo not given)
  -33.4%	-32.9%	-1.2%	-1.9%	-2.2%	0.6	4.6%	3.7%	-0.3%	0.1%	0.4%
CCn1c(Cc2ccccc2)nnc1SC(C)C(=O)NC1CC1 (stereo not given)
  12.8%	1.1%	5.1%	-2.0%	2.5%	-0.7	8.8%	1.2%	-1.0%	0.3%	0.5%
COc1cc(S(=O)(=O)N2CC(=O)Nc3ccccc32)ccc1NC(C)=O
  -0.3%	-4.9%	-6.6%	0.0%	5.5%	-0.1	0.4%	0.5%	-2.5%	-0.2%	9.1%
CCNc1nc(Cl)nc(N(NC(C)=O)C(C)CC)n1 (stereo not given)
  12.5%	29.5%	-5.7%	4.5%	7.0%	-4.1	16.6%	1.5%	-8.4%	0.0%	-0.2%
CC(C)NC(=S)N=Nc1c(O)[nH]c2ccc([N+](=O)[O-])cc12
  -53.0%[inhibitor]	-55.6%	-16.9%	12.1%	-10.3%	-1.3	-1.5%	-12.7%	-1.3%	4.2%	-1.5%
CCCCC1=C(C(=O)OCC)C(C(=O)OCC)Oc2ccccc21 (stereo not given)
  -18.9%	7.4%	5.7%	0.9%	-0.4%	/	-15.9%	0.9%	-3.8%	-0.5%	2.2%
N#CCc1ccc(C(=O)c2ccccc2F)s1
  -11.8%	23.5%	-13.4%	4.2%	1.1%	1.1	6.2%	-1.4%	-1.1%	0.2%	0.3%
COCCn1c(=NC(=O)C2COc3ccccc3O2)sc2cc(S(N)(=O)=O)ccc21 (stereo not given)
  -1.8%	0.1%	-2.0%	-6.3%	/	1.8	3.4%	-2.3%	1.5%	-1.3%	1.0%
CN(C)c1ccc(NC(=O)COC(=O)c2ccc3c(c2)OCO3)cc1
  30.9%	-21.7%	1.6%	18.3%	5.1%	/	-21.2%	3.0%	-12.5%	-0.1%	0.7%
N#CCCSCc1ccc(C(=O)O)o1
  1.0%	-1.6%	5.5%	?	1.6%	-0.8	21.2%	-0.8%	-7.7%	-0.2%	-1.7%
CC(=O)Nc1cccc(-c2cc(C)c3cc4c(cc3n2)OCO4)c1
  18.0%	43.8%	-4.4%	15.5%	1.4%	25.6	10.5%	?	-1.6%	0.1%	-1.0%
CC(=O)c1sc(N/N=C\c2ccc(Br)cc2)nc1C
  -32.5%	3.55µM*	-3.9%	?	120.6%[activator]	1.1	-3.0%	?	3.8%	-0.4%	-2.8%
Cc1cc(C)c(OCCn2ccnc2)c(C)c1
  -37.4%	-16.7%	?	/	2.4%	-5.7	-5.4%	1.4%	-5.0%	-0.8%	2.1%
Cc1noc(NS(=O)(=O)c2ccc(NC(=O)c3ccc(F)cc3)cc2)c1C
  22.4%	-15.0%	10.9%	4.8%	8.6%	/	-4.2%	5.6%	-4.1%	-0.3%	1.9%
Cc1nn(C)cc1NC(=O)c1cc2nc(-c3ccco3)cc(C(F)(F)F)n2n1
  0.5%	-21.5%	11.2%	-2.7%	24.7%	-1.8	8.2%	-6.0%	-0.7%	-0.7%	0.7%
O=C(OC[C@H]1O[C@@H](OC(=O)c2cc(O)c(O)c(OC(=O)c3cc(O)c(O)c(O)c3)c2)[C@H](OC(=O)c2cc(O)c(O)c(OC(=O)c3cc(O)c(O)c(O)c3)c2)[C@@H](OC(=O)c2cc(O)c(O)c(OC(=O)c3cc(O)c(O)c(O)c3)c2)[C@@H]1OC(=O)c1cc(O)c(O)c(OC(=O)c2cc(O)c(O)c(O)c2)c1)c1cc(O)c(O)c(OC(=O)c2cc(O)c(O)c(O)c2)c1
  /	-0.1%	/	-4.0%	/	0.5	2.0%	-8.9%	/	-0.1%	5.01µM*
O=C(C1CC(=O)N(c2ccc3c(c2)OCCO3)C1)N1CCN(S(=O)(=O)c2ccccc2F)CC1 (stereo not given)
  -15.5%	-7.1%	-2.4%	/	-0.9%	/	/	/	0.6%	/	/
C/C(Cn1cnc([N+](=O)[O-])n1)=N/NC(=O)COc1ccccc1Cl
  -10.6%	-16.1%	-0.4%	2.4%	-0.4%	6.7	-5.1%	-1.9%	-0.3%	-0.3%	1.8%
O=C(Nc1ccccc1Cl)C1CCCN(S(=O)(=O)c2cccc3cccnc23)C1 (stereo not given)
  9.3%	-76.3%	-20.0%	-7.2%	-6.8%	3.1	2.4%	-9.8%	-4.4%	-1.2%	3.6%
COc1ccc(CNc2ncnc3cc(Cl)ccc23)cc1
  4.9%	-25.2%	/	-2.7%	-0.5%	6.9	-2.1%	-8.5%	1.3%	-0.3%	1.8%

Just B2AR arrestin, USP2a block and TRPV1 ag (2 entries from above):
mol	B2AR arrestin	USP2a block	TRPV1 ag
Cc1noc(NS(=O)(=O)c2ccc(NC(=O)c3ccc(F)cc3)cc2)c1C	-0.3%	1.9%	/
CC(=O)Nc1cccc(-c2cc(C)c3cc4c(cc3n2)OCO4)c1	0.1%	-1.0%	25.6

Remaining list, next part.
The line under a structure holds: a7 integrin act	BRCA1 expr up	uPA surface inh	p53 reactivator	S-ASM inh	TRPV1 ag	Eya2 inh	ELG1 genotox	PTAP TSG101 blk	B2AR arrestin	USP2a block
COc1ccc(/C=C2/C(=O)N(c3ccccc3)N=C2C)cc1OC
  -17.0%	-23.1%	-1.0%	5.9%	-1.9%	5.1	-0.4%	10.8%	-2.9%	-0.6%	0.3%
Cc1cccc(NC(=O)CNC(=O)c2cccs2)n1
  13.2%	15.8%	-9.3%	3.4%	-0.1%	-1.3	22.8%	2.3%	-2.2%	0.0%	1.0%
O=C(CSc1nnc(-c2ccncc2)o1)NCc1ccccc1Cl
  -8.2%	0.0%	-0.2%	-0.9%	0.6%	2.9	8.7%	0.3%	1.6%	-0.7%	3.2%
CN(CC(=O)NC(=O)NC1CCCCC1)Cc1ccccc1
  -6.1%	89.0%	-11.3%	19.3%	3.4%	?	-14.2%	1.2%	1.6%	4.2%	-5.3%
CC(=O)Nc1ccc(-c2csc(Nc3ccc(Cl)cn3)n2)cc1
  1.8%	-4.0%	8.0%	10.1%	-11.2%	-5.6	-18.4%	-4.2%	1.9%	0.1%	-4.9%
CCc1nc2cc(C)nn2c2nc3ccccc3n12
  -5.5%	-19.1%	-3.4%	6.3%	0.2%	13.7	0.6%	-1.9%	-4.6%	-0.3%	0.0%
S=C(NCc1ccco1)Nc1ccc(Cl)c(Cl)c1
  -23.1%	1.9%	-25.2%	?	1.4%	?	-34.0%	-7.4%	-4.5%	3.0%	2.2%
CC(=O)Nc1ccc(OCCOc2ccc(/C=C3/C(=N)N4C=CSC4=NC3=O)cc2)cc1
  -29.8%	-19.1%	-13.8%	2.6%	-16.5%	1.8	3.5%	0.0%	-5.4%	0.0%	6.6%
CSC1=C(C#N)C(c2ccccc2C)C(C#N)=C(N)N1 (stereo not given)
  -18.6%	-17.0%	0.8%	-13.6%	-1.7%	0.5	11.7%	5.7%	0.1%	-1.0%	0.2%
COC(C[C@H](O)[C@H](C)[C@H](O)COCc1ccccc1)OC
  23.4%	6.7%	0.2%	2.6%	6.7%	-3.2	-22.7%	2.0%	-3.6%	-0.6%	-3.4%
Cc1ccc(N(Cc2cc3ccccc3[nH]c2=O)C(=O)c2ccco2)c(C)c1
  24.7%	-7.7%	-5.0%	-6.2%	-3.7%	-2.0	-3.5%	-6.1%	-0.9%	2.7%	0.9%
O=C(Nc1nc2c(Br)cc(Br)cc2c(=O)s1)C1CCC1
  42.8%	-2.9%	4.1%	-5.1%	4.4%	-0.6	-16.6%	0.3%	-0.3%	0.3%	0.6%
CC(Sc1nnc(-c2ccccc2Br)o1)C(=O)N1CCOCC1 (stereo not given)
  1.6%	7.2%	1.2%	-6.5%	-0.1%	?	7.9%	7.3%	-0.6%	-0.8%	8.8%
CC1=NOC(=O)/C1=C\c1ccc(-c2ccccc2Br)o1
  -59.4%[inhibitor]	-60.4%	?	-3.7%	-14.5%	-5.1	17.8%	-14.6%	-1.9%	6.0%	3.1%
O=C(Nc1ccc(Cl)cn1)c1cccc(S(=O)(=O)N2CCCCC2)c1
  -2.2%	-5.0%	-3.3%	-0.1%	-2.5%	-1.2	10.6%	-6.9%	-5.1%	0.3%	3.6%
